# From PubChem
# D2 PAM: positively modulates the human D2 dopamine receptor allosterically. P14416. HEK293 T-REx D2, calcium flux, EC20 dopamine potentiation. AID 485347. potentiation, % at 10 µM. 340,000 compounds, 0.34% hits;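 active = potentiation over 3 SD above the plate norm, cut at about 30% in these data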; also: 0% is about no effect
#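 Using a no-wash calcium dye in inducible, force-coupled HEK293 Trex cells expressing D2, we tracked fluorescence each second for 180 s after compound, then for 180 s after EC20 dopamine to detect augmented signalling.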
# RXFP1 antag: antagonists of human relaxin receptor RXFP1; HEK293-RXFP1, relaxin-stimulated cAMP HTRF, 30 min; stronger effect = lower value; Q9HBX9; AID 1259400; 350,000 compounds, 0.59% hits; activity change, negative = inhibition, % at 57.5 µM;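 active = activity change of -60% or lower, but not beyond a set lower limit; inconclusive = change between -60% and -40%, or beyond the set limit; inactive = change above -40%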; also: % is scaled to controls: 0 for no effect and ±100 for the full control effect
# Target sequence (Q9HBX9 whole entry, looked up): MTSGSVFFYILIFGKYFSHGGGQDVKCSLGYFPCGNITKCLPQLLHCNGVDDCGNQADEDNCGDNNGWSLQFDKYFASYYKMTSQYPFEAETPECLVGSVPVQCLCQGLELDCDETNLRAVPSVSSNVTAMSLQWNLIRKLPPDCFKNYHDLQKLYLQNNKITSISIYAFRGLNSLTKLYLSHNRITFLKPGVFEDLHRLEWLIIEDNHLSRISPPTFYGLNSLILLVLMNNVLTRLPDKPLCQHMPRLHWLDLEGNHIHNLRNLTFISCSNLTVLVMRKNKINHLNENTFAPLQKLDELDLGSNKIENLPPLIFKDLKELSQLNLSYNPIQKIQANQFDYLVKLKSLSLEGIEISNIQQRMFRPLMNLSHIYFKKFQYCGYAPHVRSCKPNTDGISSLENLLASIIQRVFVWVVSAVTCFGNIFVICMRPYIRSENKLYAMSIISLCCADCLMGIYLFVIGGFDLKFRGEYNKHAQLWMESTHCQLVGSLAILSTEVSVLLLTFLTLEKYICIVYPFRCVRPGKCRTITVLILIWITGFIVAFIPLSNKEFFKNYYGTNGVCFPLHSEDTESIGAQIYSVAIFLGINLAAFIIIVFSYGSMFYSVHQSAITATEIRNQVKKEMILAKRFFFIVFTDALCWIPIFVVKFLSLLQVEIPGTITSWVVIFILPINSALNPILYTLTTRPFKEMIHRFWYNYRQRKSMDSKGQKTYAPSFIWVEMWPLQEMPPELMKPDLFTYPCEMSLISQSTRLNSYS
# D2 ag: agonists of human D2 dopamine receptor; activation, % at 2 µM; P14416; 340,000 compounds, 0.53% hits; HEK293 T-REx D2 cells, calcium flux agonist mode; AID 485358;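 active = activation over 3 SD above normal in the single-dose calcium agonist read, cut at about 30% in these data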; also: 0% is about no effect
#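 Agonism is scored from calcium flux in a force-coupled, inducible HEK293 cell line expressing D2, read kinetically for 180 s after compound addition against dopamine controls.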
# D1 PAM: human D1 dopamine receptor positive modulation. P21728. HEK293 TREx D1 cells, calcium flux, dopamine EC20 potentiation. potentiation, % at 10 µM. 360,000 compounds, 0.036% hits. AID 504651; in the data active = potentiation above about 30%; also: 0% is about no effect
# D1 ag: human D1 receptor agonism | P21728 | HEK293 T-REx D1 cells, calcium flux, agonist mode | activation, % at 2 µM | 360,000 compounds, 1% hits | AID 504660; also: 0% is about no effect
#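 Tetracycline-induced HEK293 TREx D1 cells, force-coupled to calcium signalling, were dye-loaded with a no-wash calcium kit. Compound was pin-added after a 10 s baseline. Fluorescence was read kinetically at 1 cycle/s for 180 s, with calcium rises flagged as agonism.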
# TRHR PAM: TRH receptor (human) allosteric enhancement; AID 493056; 360,000 compounds, 0.66% hits; enhancement, % at 2 µM; TRHR cells, fluo-8 calcium fluorescence, EC20 TRH enhancement; P34981; in the data active = enhancement above about 30%; also: 0% is about no effect
#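 Enhancer read-out: after compound pinning and an initial kinetic agonist-mode read, an EC20 of TRH (10 nM final) was injected and fluo-8 calcium signal (Ex 480/Em 530) followed at 1 s/cycle for 100 cycles in TRHR-expressing cells.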
# D1 antagonist: antagonists of human D1 dopamine receptor; P21728; HEK293 TREx D1 cells, calcium flux, dopamine EC80; stronger effect = lower value; activity change, negative = inhibition, % at 10 µM; 360,000 compounds, 3.2% hits; AID 504652; in the data active = activity change below about -30%; also: % is scaled to controls: 0 for no effect and ±100 for the full control effect
#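 Compound effects on dopamine-evoked calcium signalling were measured in tetracycline-induced HEK293 Trex D1 cells. Dopamine at EC80 followed a 180 s compound pre-read, and fluorescence was tracked kinetically for 180 s more.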
# D2 antag: antagonizes the human D2 dopamine receptor; P14416; HEK293 TREx D2 cells, calcium flux, dopamine EC80; inhibition, % at 10 µM; 340,000 compounds, 2% hits; in the data active = inhibition above about 30%; also: 0% is about no effect
#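 Cells plated overnight at 30 C with tetracycline; no-wash calcium dye, 30–90 min RT; 10 s baseline; compound pinned; 180 s read; EC80 dopamine added; another 180 s read.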
# TRHR agonist: activates the human TRH receptor; activation, % at 2 µM; 360,000 compounds, 0.18% hits; TRHR cells, calcium flux fluo-8, FDSS agonist mode; P34981; also: 0% is about no effect
#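 TRHR-expressing cells, plated overnight in medium with 10% serum, were loaded with fluo-8 calcium dye at room temperature. After a 10 s baseline, library compound was pin-added and calcium release was recorded kinetically (ex 480/em 530) as agonist response.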
# The depositor's hits bear a star; ? = inconclusive; / = no result given; & = joins results of further samples; ! = not active in a repeat. Rule as the data show it, unless noted: active = activation above about 30%; inactive = the rest.
SMILES	D2 PAM	RXFP1 antag	D2 ag	D1 PAM	D1 ag	TRHR PAM	D1 antagonist	D2 antag	TRHR agonist
CCOC(=O)c1sc2nccc(N(C)C)c2c1N=CNOCc1c(F)cccc1Cl	-4	-6	0.9	3	2	-3	2	-5	0.5
O=C(O/N=C/c1ccc2c(c1)OCO2)c1ccccc1Cl	9	/	-1.2	1	15	-3	-7	-13	-0.9
Cc1cnn(Cc2cccnc2)c1N	-4	-2	5.2	-2	1	-5	10	-1	-0.3
CC(OC(=O)CNC(=O)c1ccc(Cl)cc1)C(=O)NC1CCCCC1C (stereo not drawn)	6	2	-0.6	1	1	-2	-11	-4	-0.4
CCC(=O)N1CCC(c2ccc(OC)cc2)=N1	18	-5	0.6	8	2	1	9	-14	0.5
COc1ccc(OCc2ccc(-c3nc(C#N)c(NCc4ccc(F)cc4)o3)o2)cc1	-11	-18	0.0	1	2	3	3	/	0.1
CN1C(=O)N(C)C(NC(=O)Nc2ccccc2)C1NC(=O)Nc1ccccc1 (stereo not drawn)	0	0	1.2	-2	1	8	11	-4	0.4
O=C(CCl)N(c1ccccc1)C1CCS(=O)(=O)C1 (stereo not drawn)	0	-6	2.1	2	0	2	-3	-3	0.1
O=C(C1CCC(Cn2c(=S)[nH]c3ccccc3c2=O)CC1)N1CCOCC1 (stereo not drawn)	-2	-12	0.3	-3	3	6	6	-7	0.0
Cc1ccc(C)c(CN2C(=O)C3CCCN3c3ccc(S(=O)(=O)N4CCOCC4)cc32)c1 (stereo not drawn)	26	/	-1.7	1	6	-4	-10	-21	1.6
Oc1ccccc1CNc1nc2ccccc2n1CCN1CCCCC1	6	?	-2.1	4	3	6	4	-16	-0.9
CCC(C)(C)C1CCc2[nH]nc(C(=O)NCc3ccccn3)c2C1 (stereo not drawn)	-26	/	-0.5	0	0	-4	-18	2	-0.3
NNc1ccc(Cl)c(C(=O)O)c1	2	15	-0.1	-3	6	1	2	-4	0.6
Cc1ccc(SCCNC(=O)/C=C/c2ccc(Cl)cc2)cc1	/	-8	/	-5	12	0	-15	/	0.9
CN1CCN(S(=O)(=O)c2ccc(NC(=O)C3CCCCC3)cc2)CC1	-11	9	-0.4	-4	0	4	9	10	-0.2
CCN1c2ccc(S(=O)(=O)N3CCOCC3)cc2N(Cc2ccc(OC)cc2)C1C (stereo not drawn)	-9	3	2.8	-7	3	-2	4	-10	0.9
COc1cccc(NC(=O)COC(=O)CCCc2c[nH]c3ccccc23)c1	10	3	0.1	2	8	1	13	8	0.1
COc1cccc2cc(C(=O)N3CCc4ccccc4C3)c(=O)oc12	-1	-16	-0.1	-3	0	1	-6	-6	-0.2
CC1CCN(S(=O)(=O)c2ccc(S(=O)(=O)NCc3cccnc3)cc2)CC1	-4	9	0.3	2	3	2	10	-7	-0.1
Cc1cc(C)cc(C(=O)NC(CC(N)=O)c2ccc(N3CCCCCC3)c([N+](=O)[O-])c2)c1 (stereo not drawn)	2	/	-0.1	-2	-1	-5	7	15	-0.4
CCOC(=O)CC(NC(=O)Cn1nnc(-c2ccccc2Cl)n1)c1ccc(OC)cc1 (stereo not drawn)	16&-5	-1&-1	2.8&1.0	-4&-1	65*!	12&-1	-10&1	21	7.2&2.6
Cc1oc2ncnc(N)c2c1C	0	6	-0.5	8	2	0	6	15	0.1
COc1ccc(-c2cnnc(N/N=C/c3c(C)nn(-c4ccccc4)c3Cl)n2)cc1	13	/	-1.5	-10	5	4	4	-7	-1.1
COc1ccccc1NC(=S)N(CCCN(C)C)Cc1cc2cc3c(cc2[nH]c1=O)OCO3	15	-8	/	-6	0	4	-8	-7	0.0
COc1ccccc1N1CCN(C2CCCN(C(=O)c3cccc(-c4ccco4)c3)C2)CC1 (stereo not drawn)	-25	-25	-0.4	-7	3	-5	-9	18	-2.1
O=C(NC(Nc1ncc(S(=O)(=O)c2ccc([N+](=O)[O-])cc2)s1)(C(F)(F)F)C(F)(F)F)c1ccc(Cl)cc1	16	-36	-0.7	-3	16	-7	/	18	1.5
O=C(CCCSc1nnnn1-c1cccc2ccccc12)c1ccc(F)cc1	2	1	0.1	-6	62*	5	-47*	12	-0.2
CCc1ccc(/C(C)=N/NC(=O)c2c[nH]c3ccccc23)s1	7	-4	0.9	0	0	-6	-4	-12	1.4
Cc1c(C)c(C)c(C(=O)C2CCN(c3ccc([N+](=O)[O-])cn3)CC2)c(C)c1C	2	-4	-2.1	-2	3	-4	6	4	1.0
Cc1ccccc1C(=O)c1cccn1CC(=O)O	-5	-11	-1.6	-6	3	-5	-3	0	0.1
COc1cccc(CNC(=O)CCCN2C(=O)CCn3nc(-c4cccn4C)cc32)c1	-6	-2	/	-2	0	-5	-4	/	-0.2
Cc1nc(-c2ccc(F)cc2)sc1CCNC(=O)Cc1ccc(F)cc1	-10	-1	0.9	1	3	-8	-20	/	0.9
CCOC(=O)C1CCCN(C(=O)C(C)Oc2ccc(Cl)cc2Cl)C1 (stereo not drawn)	12	2	-0.3	-7	2	4	12	15	0.1
CCCOc1ccc(C(=O)Nc2cc3c(cc2N2CCCCC2)n(C)c(=O)n3C)cc1	8	2	0.1	0	1	-1	-10	/	-0.2
CCc1ccc(C(=O)C(C)OC(=O)c2nn(C)c(=O)c3ccccc23)cc1 (stereo not drawn)	12	-12	-0.1	-8	35*	9	-15	20	-0.1
Cc1ccc2nc(N(CCCN(C)C)C(=O)c3ccc(S(=O)(=O)N(C)C)cc3)sc2c1	-20	0	1.2	-4	11	-2	0	8	0.4
COc1ccc(S(=O)(=O)N(CC(=O)NCc2ccncc2)c2cc(C)cc(C)c2)cc1OC	-4	-21	0.4	-9	0	-3	14	-18	-0.1
COc1ccc(OCC2c3cc(OC)c(OC)cc3CCN2C(=O)COc2ccc(Cl)cc2Cl)cc1 (stereo not drawn)	-9	/	0.1	-2	7	7	8	/	1.3
Cc1ccc(N2C(=O)N(CC(=O)Nc3cc(F)ccc3C)C(=O)C2C)cc1 (stereo not drawn)	15	-15	-0.3	0	13	-3	25	-23	-0.5
CCC(C)(C)NC(=O)C(c1ccc(OC)cc1)N(C(=O)CCC(=O)Nc1cc(C)on1)c1ccccc1OC (stereo not drawn)	-8	-2	-0.3	-6	0	-2	8	-5	-0.5
O=C(Nc1nc2ccc(S(=O)(=O)N3CCCC3)cc2s1)c1cccc(F)c1	10	-5	1.7	-2	5	1	-10	/	0.5
Cc1cc(Cl)ccc1OCC(=O)Nc1nc(-c2cccs2)cs1	-10	-12	-1.0	-7	2	-9	13	11	3.1
O=C(O)c1ccccc1NCc1ccco1	-7	-8	0.9	8	3	-3	3	4	-0.3
CC(C(=O)NC(C)(C)C)N(C(=O)CS(=O)CC(=O)Nc1ccc(F)cc1)c1ccccc1F (stereo not drawn)	-1	-1	/	-1	4	1	-18	/	0.3
COc1ccc(-c2cc(C(=O)N/N=C/c3sccc3C)c3ccccc3n2)c(OC)c1	23	2	-0.1	-4	5	4	0	-5	0.3
O=C(Nc1ccccc1O)N1c2ccccc2Sc2ccccc21	18	-5	11	0	3	-6	-5	5	0.0
COc1ccc(CCn2c(N3CCOCC3)nc3c2c(=O)[nH]c(=O)n3C)cc1	-9	-10	-0.4	0	-1	1	/	-16	0.5
N=c1oc2ccc(Cl)cc2cc1C(=O)Nc1ccc(F)cc1	0	-8	-0.3	-2	2	1	-4	2	-0.1

# Next section, starting with the last 5 of the part before.
SMILES	D2 PAM	RXFP1 antag	D2 ag	D1 PAM	D1 ag	TRHR PAM	D1 antagonist	D2 antag	TRHR agonist
CC(C(=O)NC(C)(C)C)N(C(=O)CS(=O)CC(=O)Nc1ccc(F)cc1)c1ccccc1F (stereo not drawn)	-1	-1	/	-1	4	1	-18	/	0.3
COc1ccc(-c2cc(C(=O)N/N=C/c3sccc3C)c3ccccc3n2)c(OC)c1	23	2	-0.1	-4	5	4	0	-5	0.3
O=C(Nc1ccccc1O)N1c2ccccc2Sc2ccccc21	18	-5	11	0	3	-6	-5	5	0.0
COc1ccc(CCn2c(N3CCOCC3)nc3c2c(=O)[nH]c(=O)n3C)cc1	-9	-10	-0.4	0	-1	1	/	-16	0.5
N=c1oc2ccc(Cl)cc2cc1C(=O)Nc1ccc(F)cc1	0	-8	-0.3	-2	2	1	-4	2	-0.1
CCOc1ccc(S(=O)(=O)N2CCOCC2)cc1NC(=O)CN1C(=O)NC2(CCCC2)C1=O	-5	3	0.5	-4	2	-2	-16	17	0.1
COC(=O)c1cn(NC(=O)c2cccnc2)c(=O)c2ccccc12	-10	25	0.2	-2	1	-4	6	-9	0.0
O=C(C1CCC(CNS(=O)(=O)c2ccc(Br)s2)CC1)N1CCN(c2ccccc2)CC1 (stereo not drawn)	17	-5	-2.0	6	3	8	-1	/	-0.5
O=c1c(N2CCOCC2)coc2ccccc12	-5	-14	0.4	-1	4	2	-2	-5	0.0
CCC1(C)Cc2c(sc3nc(SC)[nH]c(=O)c23)CO1 (stereo not drawn)	-8	17	0.2	-1	0	-3	-4	-5	0.6
CCCn1c(N)c(C(=O)CSc2nnc(-c3ccco3)n2Cc2ccccc2)c(=O)[nH]c1=O	4	-20	-0.3	-1	2	4	5	-14	-0.1
COc1ccc(/C(O)=C2/C(=O)C(=O)N(CCN3CCOCC3)C2c2ccccn2)cc1 (stereo not drawn)	-7	7	0.3	5	3	-8	-6	-4	1.0
CCCCn1cnc2c(c1=O)c1nc3ccccc3nc1n2Cc1ccc2c(c1)OCO2	5	-5	-0.3	2	0	13	7	-12	0.5
Cc1ccc(C(=O)N2CCc3cc(CNC(=O)COc4ccccc4)ccc32)cc1	-6	-10	/	-2	1	-3	1	/	-0.2
CCOc1ccccc1NC(=O)c1cc(=O)c2ccccc2o1	2	6	0.4	3	1	1	-5	-9	0.0
Cn1ccc(C(=O)OCC(=O)c2ccccc2)n1	/	-15	/	3	1	3	-11	/	0.3
Cc1nn(C(C)(C)C)c(OC(=O)c2ccc3c(c2)OCO3)c1Sc1ccccc1	-5	-6	0.8	9	4	8	0	-15	0.6
NC(=O)CSc1nnc(C2CC2)n1Cc1ccccc1	-1	-8	0.3	2	3	3	8	3	0.1
O=S(=O)(NCCOC12CC3CC(CC(C3)C1)C2)c1cccc2nsnc12	26	-1	0.7	-3	2	5	3	-18	-1.0
O=C(C1CC1)N1c2ccccc2Sc2ccccc21	0	-13	1.7	-8	3	-11	-21	13	-1.9
COc1ccc(/C=N/NC(=O)c2ccc(C)cc2)cc1CN1CCN(c2ccc(F)cc2)CC1	0	2	-0.6	-4	0	1	-16	-21	-1.7
